# MPTP inh: inhibitors of mitochondrial permeability transition pore; isolated mouse mitochondria, Ca2+ swelling absorbance, 30 min; inhibition, % at 10 µM; 1.4% of 360,000 active;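 active means inhibition of 50% or more, scaled per plate between neutral and stimulator controls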;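 further: 0% = DMSO wells given calcium and 100% = 1 mM EGTA wells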
# SENP6 inh: blocks the human protease SENP6; Q9GZR1; Recombinant SENP6 catalytic domain, aminoluciferin luminescence; inhibition, % at 10 µM; 1.8% of 330,000 active;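 active means inhibition above about 50% at the single tested dose, limit read from the data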;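 further: plate controls were DMSO wells with enzyme for no effect and DMSO wells lacking enzyme for full effect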
# Target sequence (Q9GZR1 628-1112 limits assumed): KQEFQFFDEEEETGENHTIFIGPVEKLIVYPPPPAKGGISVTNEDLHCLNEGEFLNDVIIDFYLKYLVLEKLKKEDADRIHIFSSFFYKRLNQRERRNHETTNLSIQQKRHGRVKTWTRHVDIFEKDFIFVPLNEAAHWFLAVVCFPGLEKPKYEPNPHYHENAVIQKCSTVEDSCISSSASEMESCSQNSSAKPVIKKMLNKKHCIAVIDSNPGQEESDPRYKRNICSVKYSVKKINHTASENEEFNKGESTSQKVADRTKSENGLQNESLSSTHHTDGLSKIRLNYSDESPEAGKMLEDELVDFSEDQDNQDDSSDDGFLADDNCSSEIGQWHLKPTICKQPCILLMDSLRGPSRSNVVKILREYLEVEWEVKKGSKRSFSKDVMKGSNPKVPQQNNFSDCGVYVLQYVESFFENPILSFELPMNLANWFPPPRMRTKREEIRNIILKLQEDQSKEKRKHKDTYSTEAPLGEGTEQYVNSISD
# SENP7 inh: SENP7 protease inhibition; recombinant SENP7, Z-RLRGG-aminoluciferin luminescence, 40 min; inhibition, % at 5 µM; 1.5% of 330,000 active;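 active means inhibition above about 50% at the single test dose, limit read from the data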;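 further: plate controls were DMSO with enzyme for no effect and no enzyme buffer wells for full effect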
# ATG4B inh: inhibitors of human ATG4B cysteine protease; Q9Y4P1; ATG4B cleavage of LC3-PLA2, NBD-HPC fluorescence, 1 h; inhibition, % at 8.33 µM; 0.51% of 340,000 active; in the data active means inhibition above about 40%
# Target sequence (Q9Y4P1 whole entry, looked up): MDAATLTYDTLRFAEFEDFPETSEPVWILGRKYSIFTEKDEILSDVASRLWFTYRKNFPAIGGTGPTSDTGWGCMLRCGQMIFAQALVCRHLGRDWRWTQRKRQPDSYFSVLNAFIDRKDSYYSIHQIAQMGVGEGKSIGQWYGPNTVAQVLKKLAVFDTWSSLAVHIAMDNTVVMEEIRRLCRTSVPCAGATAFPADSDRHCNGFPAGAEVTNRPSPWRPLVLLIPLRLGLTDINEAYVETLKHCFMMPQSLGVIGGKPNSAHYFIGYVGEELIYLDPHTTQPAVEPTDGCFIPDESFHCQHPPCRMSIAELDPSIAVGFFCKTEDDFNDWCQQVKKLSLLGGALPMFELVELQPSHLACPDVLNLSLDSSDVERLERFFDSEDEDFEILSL
# NR3A LBD binder: NR3A (human) ligand-binding domain modulation | NR3A LBD differential scanning fluorimetry, Tm shift; 0% = protein alone, 100% = glycine-bound protein | Tm shift relative to glycine control, % at 25 µM | 2.5% of 340,000 active | AID 1259313;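 active means melting temperature shift of at least 10% of the positive control shift, at one fixed dose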
# SENP8 block: blocks human SENP8 cleavage of Nedd8 substrate; Q96LD8; 0.64% of 360,000 active; inhibition, % at 20 µM; recombinant SENP8, Nedd8 substrate fluorescence; in the data active means inhibition mostly above about 40%, no sharp cut-off; inactive means mostly below about 27%
# Target sequence (Q96LD8 whole entry, looked up): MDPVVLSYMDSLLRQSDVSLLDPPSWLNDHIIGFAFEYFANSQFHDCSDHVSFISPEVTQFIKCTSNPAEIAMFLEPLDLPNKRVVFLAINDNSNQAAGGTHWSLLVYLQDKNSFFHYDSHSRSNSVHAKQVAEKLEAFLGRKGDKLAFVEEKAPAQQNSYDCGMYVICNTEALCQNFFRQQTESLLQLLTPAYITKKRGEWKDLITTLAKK
# HKDC1 inh: inhibitors of human hexokinase HKDC1 | Q2TB90 | recombinant HKDC1, G6PDH/diaphorase resazurin coupled fluorescence | inhibition, % at 20 µM | 0.16% of 340,000 active;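 active means inhibition above about 35% when tested at 20 µM, limit read from the data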;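 further: plate controls were DMSO wells with enzyme for no effect and DMSO wells lacking enzyme for full effect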
#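 Assay system: in-house recombinant HK5 (HKDC1) enzyme. Input: HKDC1 at 5 µg/mL. Medium: Tris pH 8.0 buffer with MgCl2, Tween-20, BSA, BME. Dosing: single 20 µM dose. Schedule: 90 min reaction incubation at room temperature, dark. Signal: resazurin-to-resorufin fluorescence via G6PDH and diaphorase coupling, 525/613 nm. Controls: DMSO-enzyme wells negative, buffer-substituted wells positive.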
# PfG6PD inh: PfG6PD (Plasmodium falciparum) enzyme inhibition | PfGluPho enzyme, NADPH resazurin-diaphorase fluorescence | inhibition, % at 20 µM | 0.78% of 350,000 active | AID 504690;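 active means inhibition reaching at least a set limit at 20 µM in the primary screen, cut at about 59% in these data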;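 further: 0% = DMSO wells with substrate and 100% = DMSO wells lacking glucose-6-phosphate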
# Numbers without * were called inactive; i = inactive; . = no result given. Rows were taken by chance (roughly 6.9% active in at least one column).
SMILES,MPTP inh,SENP6 inh,SENP7 inh,ATG4B inh,NR3A LBD binder,SENP8 block,HKDC1 inh,PfG6PD inh
O=C1N(Cc2cccc(Cl)c2)C[C@@H]2C[C@@H](c3cccc4cccnc34)N3CCC[C@@]123,-0.3,14.2,5.1,-1.6,-2.5,-59.9,1.1,-9.6
Cc1sc2ncnc(SCC(=O)N(C(C)C)C(C)C)c2c1C,-0.3,17.7,-4.6,-2.7,-2.8,-1.9,-0.2,5.1
CCCCn1c(C2CCCCC2)nc2cc3[nH]c(=O)c(C(C)C)nc3cc21,-1.4,-11.0,3.2,-5.5,-2.6,i,10.0,29.5
Cn1ncc(Cl)c1C(=O)NNC(=O)Nc1cccc2ccccc12,2.5,7.6,9.9,-1.2,0.1,-278.8,4.3,-2.9
Cc1ccc(SCCC(=O)NC(C)C)cc1,0.1,-2.2,0.9,-12.8,-1.3,7.3,-16.6,-2.9
COc1ccccc1C(O)(C(=O)NNc1cccc(C)c1)c1ccccc1OC,3.8,1.4,-4.9,-10.5,-1.3,12.6,-12.0,12.5
Cc1ccc(C(C(=O)NCc2ccccc2)N(Cc2cccs2)C(=O)c2ccc3c(c2)OCCO3)cc1 (configuration not stated),4.8,3.2,5.2,1.0,0.2,6.4,6.1,-8.7
NS(=O)(=O)c1ccc(CCNC(=S)Nc2ccc(F)cc2)cc1,0.9,-19.7,3.9,-2.9,0.7,2.3,-11.8,12.4
CCN(CC)C(=O)C1CCCN(C(=O)Nc2ccccc2)C1 (configuration not stated),-1.6,0.9,-5.6,6.6,0.7,14.6,8.6,-17.9
Cc1cccn2cc(-c3ccc4c(c3)NC(=O)CO4)nc12,-0.2,-23.6,10.2,3.1,-0.1,-235.6,5.1,35.7
CCOC(=O)C1(Cc2ccccc2Cl)CCN(C(=O)c2cnccn2)CC1,-2.2,-9.3,-12.9,-3.9,-1.9,8.0,7.9,-14.3
CC1CCCN(C(=O)c2cc(S(=O)(=O)N3CCCCC3)c[nH]2)C1 (configuration not stated),-0.2,-9.3,-3.5,-7.3,-3.1,27.3,-2.5,16.0

# The list goes on; it opens with the five that closed the last part.
SMILES,MPTP inh,SENP6 inh,SENP7 inh,ATG4B inh,NR3A LBD binder,SENP8 block,HKDC1 inh,PfG6PD inh
NS(=O)(=O)c1ccc(CCNC(=S)Nc2ccc(F)cc2)cc1,0.9,-19.7,3.9,-2.9,0.7,2.3,-11.8,12.4
CCN(CC)C(=O)C1CCCN(C(=O)Nc2ccccc2)C1 (configuration not stated),-1.6,0.9,-5.6,6.6,0.7,14.6,8.6,-17.9
Cc1cccn2cc(-c3ccc4c(c3)NC(=O)CO4)nc12,-0.2,-23.6,10.2,3.1,-0.1,-235.6,5.1,35.7
CCOC(=O)C1(Cc2ccccc2Cl)CCN(C(=O)c2cnccn2)CC1,-2.2,-9.3,-12.9,-3.9,-1.9,8.0,7.9,-14.3
CC1CCCN(C(=O)c2cc(S(=O)(=O)N3CCCCC3)c[nH]2)C1 (configuration not stated),-0.2,-9.3,-3.5,-7.3,-3.1,27.3,-2.5,16.0
CN(C)c1ccc(CCc2ccc(N)cc2)cc1,1.6,-8.3,10.6,5.6,-1.5,-459.7,-2.1,-6.3
COc1ccc(C2CC(=O)N3C(=C2C#N)SCC3(O)c2ccccc2)cc1 (configuration not stated),-0.9,-3.0,-3.8,-4.2,0.8,5.6,-9.9,14.4
Cc1ncc(CN2CCC(N3CCC(C(=O)N4CCCC4)CC3)CC2)s1,0.1,-9.6,2.9,22.6,0.1,-1.3,-2.7,10.5
CCNc1nc(NC(C)C)nc(Oc2ccc(/C=N/O)cc2)n1,-0.2,-12.6,2.0,-3.7,2.7,7.1,1.7,-10.8
O=C1OCc2cc(NC(=O)C3CCCO3)ccc21 (configuration not stated),-0.1,-2.2,-4.4,-2.6,0.1,11.3,-8.6,-6.0
Cc1nc(N2CCC(C)CC2)c2c(C)c(C(=O)Nc3ccc4c(c3)OCCO4)sc2n1,-0.8,-29.7,-12.1,-4.7,-3.3,10.7,2.6,26.4
CC1CCCN(c2c([N+](=O)[O-])c(=O)oc3ccccc23)C1 (configuration not stated),-0.5,-16.3,6.8,1.2,1.2,10.5,-1.5,-5.9
CN(C)S(=O)(=O)c1ccc(NC(=O)c2ccc3ncsc3c2)cc1,.,-17.6,1.3,2.6,16.8*,.,0.1,21.8
COc1cc(CN2CCc3ccccc3C2)cc([N+](=O)[O-])c1O,1.4,3.6,1.4,6.5,-0.3,14.0,-1.2,-10.5
CC1=C(C(N)=O)C(c2cccs2)NC(=O)N1 (configuration not stated),-0.8,-10.8,8.5,-4.0,-0.4,-2.5,-4.1,14.0
COc1cccc(CNC(=O)C2CCCN2S(=O)(=O)c2ccc3c(c2)C(C)(C)C(=O)N3C)c1 (configuration not stated),0.4,6.5,0.9,-1.1,-1.3,24.3,4.5,-19.5
COc1ccc(NC(=O)CSc2nc3c(sc4ccccc43)c(=O)n2CCCN2CCCC2)cc1,-0.9,-1.6,-4.6,1.1,-4.5,-231.1,5.5,11.8
CC(C)OCCCN1C(=O)c2ccccc2C1C(=O)NC1CCCCC1 (configuration not stated),-0.4,4.3,-0.1,-1.2,-2.0,12.7,-7.4,2.4
CC(C)CCNC(=O)c1onc(CSc2ccccc2)c1C(=O)NCCC(C)C,1.3,-11.0,9.8,4.0,-1.3,11.7,-5.0,18.9
O=C(CNc1ccccc1)N/N=C/c1ccc2c(c1)OCCO2,-1.8,-8.8,-10.1,-4.4,15.5*,8.4,4.6,8.6
COc1ccc(N2CCN(C(=O)CCC(=O)N3CC(C)Oc4ccc(C)cc43)CC2)cc1 (configuration not stated),-1.7,-24.4,-6.2,-5.6,-3.8,10.5,-2.8,5.5
O=C(CN1CCN(CC(=O)Nc2ccc3c(c2)OC2(CCCCC2)O3)CC1)Nc1cccc(F)c1,1.3,.,.,-2.8,-7.5,18.7,-2.8,14.5
N#Cc1ccc(CSc2nnc(NC(=O)c3ccc4ncsc4c3)s2)cc1,-0.1,11.6,3.2,-8.3,-18.8,-110.3,51.2*,-4.4
Cc1ccc(S(=O)(=O)N2CCOCC2)cc1C(=O)NC(C)CCc1ccccc1 (configuration not stated),0.0,-2.3,1.1,1.9,0.5,7.3,1.4,8.0
Cc1nn(-c2ccncc2)c2c1C(=O)CC(C)(C)C2Br (configuration not stated),-0.3,.,.,-10.3,1.6,10.4,-7.5,11.6
Cc1nnc(SCC(=O)NN2C(=O)NC3(CCCCC3)C2=O)s1,-1.0,-1.7,-13.1,0.6,-1.6,9.4,-9.4,-12.1
CCOC(=O)C1=C(CN2CC(C)CC(C)C2)NC(=O)NC1c1ccc2c(c1)OCO2 (configuration not stated),0.8,6.1,1.3,-3.6,0.1,7.8,-3.4,1.7
CCOC(=O)C1(Cc2ccccc2)CCCN(Cc2ccc(OCCO)cc2)C1 (configuration not stated),0.2,-2.5,3.4,2.6,1.3,7.1,10.3,-16.6
COc1ccc(CCNC(=O)c2nnn(CC(=O)Nc3cccc(F)c3)c2N)cc1OC,1.4,-9.3,-2.5,-13.5,1.8,20.9,6.9,-4.6

# A few values from the list:
# CC1=C(C(N)=O)C(c2cccs2)NC(=O)N1 (configuration not stated) – NR3A LBD binder = -0.4
# CCCCn1c(C2CCCCC2)nc2cc3[nH]c(=O)c(C(C)C)nc3cc21 – ATG4B inh = -5.5

# The results go on:
SMILES,MPTP inh,SENP6 inh,SENP7 inh,ATG4B inh,NR3A LBD binder,SENP8 block,HKDC1 inh,PfG6PD inh
COc1ccc(NC(=S)N(CCN(C)C)C(C)c2ccncc2)cc1Cl (configuration not stated),0.6,0.5,1.0,-1.9,2.1,13.9,-1.9,6.2
Cc1ccc2nc(SCC(=O)N3CCC(Cc4ccccc4)CC3)nc(=O)n2c1,-0.3,-7.2,-3.8,-5.4,-1.2,i,2.7,11.4
CS(=O)(=O)N(CC(=O)N1CCN(C(c2ccccc2)c2ccccc2)CC1)C1CCCCC1,2.2,-1.3,4.5,-15.0,2.5,6.9,2.5,1.2
CCc1ccccc1N1CC(C(=O)Nc2nccs2)CC1=O (configuration not stated),-0.6,-14.2,6.5,-1.5,-3.8,5.3,-6.3,-1.1
COCCN(C(=O)CSc1nnc(-c2cccc(C)c2)n1C)c1c(N)n(Cc2ccccc2)c(=O)[nH]c1=O,1.0,14.8,8.3,-3.4,-2.9,26.0,-1.0,-11.5
C=CCn1c(SCc2nc3sc(C(=O)O)c(C)c3c(=O)[nH]2)nnc1-c1ccccc1,0.7,-7.8,0.6,0.7,0.7,9.1,-6.6,3.0
O=C(O)/C=C/C(=O)N1CCc2ccccc21,-0.4,-2.7,0.0,0.9,0.3,0.4,-0.1,-3.5
CCCCSc1nnc([C@H](C)NC(=O)OC(C)(C)C)o1,-0.4,-1.4,-4.6,0.7,-0.8,16.1,-4.6,-5.3
CC1CN(c2ccc([N+](=O)[O-])nc2)CC(C)O1 (configuration not stated),0.7,-8.2,0.2,-4.0,0.6,17.2,13.2,4.9
Cc1cc2cc(OCC(=O)O)ccc2n1C,-0.4,-11.5,-4.4,-1.6,-1.3,12.1,-0.3,-9.9
N#Cc1cc([N+](=O)[O-])ccc1Oc1cccc(/C=N/NC(=O)c2cccc(Cl)c2)c1,14.8,7.1,-2.9,-7.2,-3.4,-7.2,6.5,118.7*
CCOc1ccccc1C(=O)NC1CCN(Cc2nnnn2C2CCCC2)CC1,0.5,.,.,-0.7,-0.2,11.4,-5.8,1.8
Fc1ccc(-c2csc(-c3ccccn3)n2)cc1F,0.9,41.2,41.6,-4.4,0.3,-35.9,-9.8,5.5
O=C(c1cccc(F)c1)N1CCCC(C(=O)N2CCCCC2)C1 (configuration not stated),-1.4,5.0,7.1,0.1,1.8,7.2,-5.5,-0.4
Cc1ccc2c(c1)C1CN(C)CCC1N2S(=O)(=O)c1ccccc1F (configuration not stated),0.2,5.3,2.2,-0.3,1.1,19.7,-2.6,-13.6
CCOC(=O)C1CCCN(C(=O)CCNS(=O)(=O)c2ccc3c(c2)CCC(=O)N3)C1 (configuration not stated),0.3,-13.9,-5.0,-6.7,-0.4,11.1,-5.4,-16.4
O=C(CSCc1ccc(Cl)cc1)Nc1cccc(C(=O)O)c1,-1.0,17.5,-2.3,-2.4,1.4,9.1,4.7,-20.0
CCOc1ccc(N(C(=O)C2CCCO2)C2C=CS(=O)(=O)C2)cc1 (configuration not stated),-1.3,13.5,5.7,-0.2,-0.5,5.8,-5.9,-9.4
C[C@H](CO)N1C[C@H](C)[C@@H](CN(C)Cc2ccncc2)Oc2c(cccc2N(C)C)C1=O,-0.6,-25.8,1.7,-8.4,-0.2,-0.6,6.5,6.5
CCOCCCN(C)C1CCN(C(=O)c2oc3ccccc3c2NC(=O)Cc2cccc([N+](=O)[O-])c2)CC1,-2.1,-6.6,13.1,8.2,-1.6,15.3,-4.3,-5.8
Cc1cc(NC(=O)c2noc3c2CCc2ccccc2-3)n(-c2ccccc2)n1,1.9,1.7,5.3,-8.0,-2.3,-77.2,15.0,-3.3
Cc1[nH]n(-c2ccccc2)c(=O)c1C(c1ccccc1C(=O)O)c1c(C)[nH]n(-c2ccccc2)c1=O,20.9,16.9,4.2,-3.1,-8.7,17.9,5.1,-14.4
COc1ccccc1N1CCN(C(=O)CCC(=O)N2CCN(c3ccccc3OC)CC2)CC1,0.4,-16.3,-13.8,-9.8,-3.2,10.2,-8.4,-7.7
Cc1nc2ccccc2c2oc(C(=O)NCCCN3CCCC3=O)cc12,0.4,-0.2,-5.5,-2.5,1.0,8.6,-1.1,4.9
CCCn1c(SCC(=O)NCc2ccco2)nnc1C(C)C,-0.5,-4.8,-0.6,-3.3,-3.1,8.7,-3.0,7.6
CCc1cccc(CC)c1NC(=S)Nc1ccccc1,3.6,-25.5,-4.1,-9.7,1.9,3.3,-6.5,-1.2
C/C(=N/OC(=O)c1ccc(C)cc1)c1cccs1,-0.4,97.1*,99.8*,-0.6,1.3,18.2,-2.2,13.2
COc1ccccc1C(=O)N(C)c1nnc(-c2ccccc2)s1,0.3,-7.1,-14.7,-2.8,0.5,11.4,-3.8,5.9

# Screening data: PubChem, Sanford-Burnham Center for Chemical Genomics
